# From PubChem BioAssay
# RAD54 inh – blocks human RAD54 Holliday junction branch migration. FAM/BHQ fluorescence. inhibition, % at 10.4 µM. AID 602329. Q92698. 0.14% of 360,000 active;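 active = mean normalized replicate activity at least 40 and at least half of replicates scoring 40 or more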;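 note: 0% = median of neutral control wells and 100% = median of positive control wells; inhibitors cause a drop in the FAM fluorescence signal; in these data hits start at about 50%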
# ERp5 inh – inhibitors of human ERp5 | 0.05% of 350,000 active | AID 651711 | Q15084 | ERp5 insulin aggregation, absorbance 650 nm, 90 min | inhibition, % at 9.99 µM;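 active = mean replicate inhibition above about 25%, with every replicate also reaching it, limit read from the data, passing the limit was not always enough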
# Target sequence (Q15084 whole entry, looked up): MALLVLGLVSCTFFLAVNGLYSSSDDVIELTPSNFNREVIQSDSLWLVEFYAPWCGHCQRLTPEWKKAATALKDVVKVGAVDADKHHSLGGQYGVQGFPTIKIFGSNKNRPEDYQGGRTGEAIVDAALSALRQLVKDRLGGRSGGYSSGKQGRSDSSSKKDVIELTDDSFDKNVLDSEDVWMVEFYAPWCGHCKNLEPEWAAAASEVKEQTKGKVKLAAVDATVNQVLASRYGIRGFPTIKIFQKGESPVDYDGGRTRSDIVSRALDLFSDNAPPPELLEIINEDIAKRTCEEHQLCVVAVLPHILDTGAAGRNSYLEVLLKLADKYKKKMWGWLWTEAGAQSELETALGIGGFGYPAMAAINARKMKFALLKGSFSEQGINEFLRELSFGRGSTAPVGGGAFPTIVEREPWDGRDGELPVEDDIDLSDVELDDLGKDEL
# Xi reactivation – X-chromosome reactivation activator; XiGFP mouse fibroblasts, % GFP-positive cells imaging, 3 d; cells co-treated with 5-aza-dC sensitizer; scaled so ellipticine positive control = 100%; activation, % at 7.58 µM; 0.055% of 360,000 active; AID 743238;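 active = mean normalized replicate activation at least 10% and every replicate at or above 10%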;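 note: 0% = median of on-plate neutral control wells and 100% = ellipticine 6 µM median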
#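 Schedule: 3 d treatment, 15 min room-temperature fixation; system: 68-5-11 XiGFP fibroblast line; buffer or medium: DMEM plus 5-aza-dC sensitizer; control set: ellipticine 6 µM positive control; compound: one concentration, pinned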
# E-sel inducer – E-selectin induction on HUVECs; P16581; HUVEC E-selectin immunofluorescence imaging; normalized: neutral wells 0, TNF-alpha wells 100; activation, % at 7.58 µM; 0.37% of 260,000 active; AID 686992;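 active = mean E-selectin-positive cell signal at least 10% of the positive control, reached in at least 60% of replicates, without over 20% cell loss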;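 note: in these data hits start at about 27%; measured in HUVEC primary endothelial cells; signal is the percent of cells scored E-selectin positive by PE staining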
#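 Assay system: HUVEC primary endothelial cells. Input: 3,000 HUVEC seeded per well. Doses: one compound dose added by pin transfer. Read-out basis: % PE-positive cells. Benchmarks: TNF-alpha high, DMSO low. Detection: immunofluorescence imaging. Buffer or medium: EGM-2, gelatin.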
# esBAF inh – SWI/SNF esBAF complex inhibition; 2% of 350,000 active; reporter increase, % at 12.5 µM; mouse ES cells, Bmi1-luciferase knock-in reporter, 24 h; 100% = twice the neutral-well signal; in the data active = activation above about 40%;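 note: 0% = median of the plate's neutral control wells and 100% = double that signal; a rise in the Bmi1 reporter signal indicates esBAF inhibition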
# ERAP1 HTS inh – ERAP1 (human) enzyme inhibition; Q9NZ08; recombinant ERAP1, Leu-AMC fluorescence, 60 min; inhibition, % at 10.7 µM; 0.15% of 340,000 active; AID 652197;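 active = mean replicate inhibition of at least 30%, or all replicates individually reaching that 30% level; inactive = mean below 30% and not every replicate reaching it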;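 note: 0% = neutral control wells and 100% = L-leucinethiol positive control wells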
# RAD52 inh – blocks human RAD52 DNA annealing | P43351 | inhibition, % at 18.7 µM | recombinant RAD52 DNA annealing, FRET fluorescence | 0.46% of 360,000 active | AID 651710;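 active = every replicate showing at least 50% inhibition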
# Target sequence (P43351 whole entry, looked up): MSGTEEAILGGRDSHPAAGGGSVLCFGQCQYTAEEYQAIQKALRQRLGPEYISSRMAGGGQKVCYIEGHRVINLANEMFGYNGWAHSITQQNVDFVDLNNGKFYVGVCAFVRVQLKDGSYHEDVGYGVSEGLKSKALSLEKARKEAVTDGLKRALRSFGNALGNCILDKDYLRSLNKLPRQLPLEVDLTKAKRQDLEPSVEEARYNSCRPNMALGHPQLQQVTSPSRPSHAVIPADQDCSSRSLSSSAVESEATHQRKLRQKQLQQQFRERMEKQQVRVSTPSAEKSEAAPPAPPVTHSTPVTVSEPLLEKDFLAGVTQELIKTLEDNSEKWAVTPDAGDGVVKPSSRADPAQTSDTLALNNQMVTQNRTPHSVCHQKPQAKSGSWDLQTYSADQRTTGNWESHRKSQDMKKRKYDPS
# S100A4 inh HTS – blocks human S100A4 binding to myosin IIA peptide; S100A4/TAMRA-MyoIIA peptide fluorescence polarization; 0.14% of 360,000 active; inhibition, % at 10.7 µM; P26447; AID 652163;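 active = mean inhibition of at least 70% across replicates, with every replicate also reaching that level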
# Target sequence (P26447 whole entry, looked up): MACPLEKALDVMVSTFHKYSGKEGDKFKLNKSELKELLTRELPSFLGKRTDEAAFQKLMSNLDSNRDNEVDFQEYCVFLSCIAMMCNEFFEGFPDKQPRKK
#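 Material: S100A4 monomer protein / Buffer or medium: 50 mM HEPES pH 7.2, 10 mM CaCl2, 100 mM KCl / Times: 5 min incubation before reading / Benchmarks: neutral control DMSO, positive control TFP / Reagent: labelled myosin peptide probe, 5 nM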
# Numbers without * were called inactive; x = not tested or not shown; & = joins results of further samples.
SMILES,RAD54 inh,ERp5 inh,Xi reactivation,E-sel inducer,esBAF inh,ERAP1 HTS inh,RAD52 inh,S100A4 inh HTS
COc1cc(C2C(N3C(=O)c4ccccc4C3=O)C(=O)N2c2ccc(C)c(C)c2)cc(OC)c1OC (centres undefined),-2,1,-0.1,1.1,x,0,-19,-4
CCCNC(=O)c1cc(C2CCCCN2C(=O)c2ccc(NC(C)=O)cc2)on1 (centres undefined),-8,2,0.0,-0.1,-7,1,-7,14
CS(=O)(=O)c1ccc2nc(NC(=O)CCNC(=O)c3ccc(Cl)cc3)sc2c1,x,4,0.0,0.7,x,0,-5,3
O=C1CCCn2cc(nn2)COC[C@@H](c2ccccc2)N1,x,0,0.2,0.1,x,1,0,8
COc1cc(/C=C/C(=O)O[C@H]2[C@H](O[C@@H]3O[C@@H](C)[C@H](O)[C@@H](O)[C@H]3O)[C@@H](O)[C@H](OCCc3ccc(O)c(OC)c3)O[C@@H]2CO)ccc1O,-7,1,0.3,0.0,7,x,-11,-3
C/C(CC(=O)NC1CCCCC1)=N\NC(=O)c1ccccn1,x,1,0.4,x,x,-4,-10,-4
C[C@@H]1CN([C@@H](C)CO)C(=O)c2ccccc2-c2ccccc2CO[C@H]1CN(C)C(=O)[C@H](C)c1ccccc1,-10,-5,-0.7,-0.3,-1,5,3,-2
Cc1ccc(Cn2cc(CN(C)C3CN(Cc4cn(Cc5ccc(C)cc5)nn4)S(=O)(=O)C3)nn2)cc1 (centres undefined),x,2,0.0,0.1,x,x,-16,-6
Cc1ccc(S(=O)(=O)Nc2cccc3c2O[C@H](CN(C)S(=O)(=O)c2ccc(F)cc2)[C@@H](C)CN([C@@H](C)CO)C3=O)cc1,8,x,-1.1,-0.6,5,x,x,x
COC(=O)c1ccccc1S(=O)(=O)NC(=O)[C@H]1O[C@@H](n2ccc(=O)[nH]c2=O)[C@H](O)[C@@H]1O,x,-2,-0.1,0.1,x,1,2,2

# Look-ups from the results shown:
# S100A4 inh HTS result of CS(=O)(=O)c1ccc2nc(NC(=O)CCNC(=O)c3ccc(Cl)cc3)sc2c1 = 3
# ERAP1 HTS inh result of COC(=O)c1ccccc1S(=O)(=O)NC(=O)[C@H]1O[C@@H](n2ccc(=O)[nH]c2=O)[C@H](O)[C@@H]1O = 1
# ERAP1 HTS inh result of O=C1CCCn2cc(nn2)COC[C@@H](c2ccccc2)N1 = 1
# RAD52 inh result of CCCNC(=O)c1cc(C2CCCCN2C(=O)c2ccc(NC(C)=O)cc2)on1 (centres undefined) = -7
# Xi reactivation result of C/C(CC(=O)NC1CCCCC1)=N\NC(=O)c1ccccn1 = 0.4

# (next part)
SMILES,RAD54 inh,ERp5 inh,Xi reactivation,E-sel inducer,esBAF inh,ERAP1 HTS inh,RAD52 inh,S100A4 inh HTS
COc1cc(C(=O)NC(C)c2cnn(-c3ccccc3C)c2C)cc(OC)c1OC (centres undefined),x,-1,0.2,x,x,-3,2,1
CCCCCCC(C)OC(=O)Nc1cccc2ccccc12 (centres undefined),-5,0,0.1,0.2,6,0,-11,1
C[C@@H]1CCCCO[C@H](CN(C)Cc2ccc(C(F)(F)F)cc2)[C@@H](C)CN([C@H](C)CO)C(=O)c2cc(NS(=O)(=O)c3ccc(F)cc3)ccc2O1,1,1,0.1,-0.1,-3,0,-3,1
CCCC(O)C#Cc1cnc2c(c1)C(=O)N([C@H](C)CO)C[C@H](C)[C@H](CN(C)S(=O)(=O)c1cn(C)cn1)O2 (some centres undefined),11,1,-0.5,0.1,-1,-1,6,7
COc1ccc(OC)c(C2C=C(C34CC5CC(CC(C5)C3)C4)NC(=S)N2)c1 (centres undefined),-4,2,0.0,x,x,3,-19,3
CO[C@@H]1CN(C)C(=O)c2ccc(NC(=O)C3CCC3)cc2OC[C@H](C)N(C(=O)CN(C)C)C[C@H]1C,-11,x,0.2,-0.3,0,x,x,x
COc1ccc(NC(=O)C2CCCCC2)cc1S(=O)(=O)N1CCOCC1,-7,-3,-0.1,-0.1,x,-1,-10,2
COc1ccccc1C(=O)NCCn1cc(SCC(=O)Nc2nnc(C)s2)c2ccccc21,7,5,x,x,-2,2,2,-9
COc1ccc(NC(=O)c2cc(S(=O)(=O)N3CCCC3)oc2C)cc1,x,-2,0.0,0.0,-4,7,4,-12
CC=Cc1ccc2n(c1=O)C[C@@H]1[C@@H](CO)[C@H](C(=O)NCCC)[C@H]2N1Cc1ccccc1OC (mixture of isomers),-24,1,0.2,-0.1,0,-2,-6,17
O=C1C2C(c3ccccc3)C=CC(c3ccccc3)C2C(=O)N1c1ccccn1 (centres undefined),x,3,0.1,x,x,-2,-27,5
CC(=O)Oc1ccc2c3c(c(=O)oc2c1C)CCCC3,6,-2,0.3,x,-1,-1,-14,-8
Cc1ccsc1C1C(C#N)=C(N)OC2=C1C(=O)CCC2 (centres undefined),1,-2,-0.1,0.0,-9,-1,-17,-5
O=C([C@H]1[C@H](CO)[C@H]2Cn3c(cccc3=O)[C@@H]1N2Cc1ccccc1)N1CCCCC1,-12,2,-0.1,-0.3,6,4,-2,-14
O=C(NCC1CCCO1)c1cccc(Oc2ccc([N+](=O)[O-])cc2Cl)c1 (centres undefined),x,0,0.1,-1.5,x,7,-6,2
Cc1ccc(S(=O)(=O)N2CCN(Cc3ccco3)CC2)cc1C,-8,1,-0.1,2.0,x,-2,-8,-2
CC(Nc1nc(N2CCOCC2)nc2ccccc12)c1ccccc1 (centres undefined),x,-1,0.0,0.0,x,6,-4,-1
COC(=O)C1=C(C)N(Cc2cccc(C(F)(F)F)c2)C(=NCc2ccc(C(F)(F)F)cc2)NC1c1ccccc1 (centres undefined),x,0,0.0,-0.5,x,-1,-1,-4
O=C(C[C@@H]1C[C@@H]2c3cc(NC(=O)NC4CCCC4)ccc3O[C@@H]2[C@H](CO)O1)NCc1ccc(Oc2ccccc2)cc1,-2,4,-0.1,0.3,-4,-2,-1,11
COc1ccc(CN(C)C[C@H]2Oc3ccc(NC(=O)Nc4cccc5ccccc45)cc3C(=O)N([C@@H](C)CO)C[C@@H]2C)cc1,18,7,0.1,0.5,2,-2,-2,7
COCC(=O)N1CCCCN2[C@H](CO)[C@H](c3ccc(-c4ccccc4)cc3)[C@@H]2C1,-3,-4,-0.1,-0.4,x,4,2,4
NNc1cc(C(=O)O)ccc1Cl,-12,4,-0.1,x,x,0,-10,-1
COCCNC(=O)c1c[nH]n2c(=O)cc(C3CCN(C(=O)OC(C)(C)C)CC3)nc12,6,1,0.0,0.5,16,x,-12,-2
O=C1/C(=C/c2cccc(O)c2)SC(=S)N1CC1CCCO1 (centres undefined),-7,-3,0.1,0.1,14,-5,-17,3
C[C@H](CO)N1C[C@H](C)[C@@H](CN(C)Cc2ccc(C(=O)O)cc2)Oc2ccc(NS(=O)(=O)c3cn(C)cn3)cc2CC1=O,2,-1,0.1,-3.6,-1,-1,-17,14
CC(Oc1ccccc1)C(=O)N1CCN(c2ccc(N3CCCCCC3)nn2)CC1 (centres undefined),5,-4,0.3,-0.1,-9,-5,-9,3
Clc1ccccc1NN=Cc1ccccn1,7,2,0.0,-0.6,x,-2,-10,-2
CN(c1ccccc1)S(=O)(=O)c1cccc(NC(=O)CSc2n[nH]c(N)n2)c1,x,3,-0.1,0.2,3,x,-8,-2
CN(CC(=O)Nc1cccc(F)c1)C(=O)CCCc1nc2ccccc2c(=O)[nH]1,x,3,0.1,x,x,-5,-8,0
Cc1cc(C(F)F)nn1CC(=O)NC1CCCC1,-9,5,0.1,0.0,2,-3,-3,45
COc1cc(Cl)ccc1OCc1cc(C(=O)N2C[C@@H]3CCC[C@H]2C3)no1,-9,-6,0.3,-1.5,92*,-1,-27,-3
Cn1cnc(CCNC(=O)C[C@@H]2CC[C@@H]3[C@H](COC[C@H](O)CN3C(=O)Nc3ccc(C(F)(F)F)cc3)O2)c1,-1,x,0.2,0.1,-2,x,x,x
Clc1ccc(SCCCN2CCCCC2)cc1,-11,5,0.0,-1.3,-10,-5,-13,-1
COc1cccc(C=O)c1OCCN1C(=O)c2ccccc2C1=O,5,17,0.0,x,5,-1,11,-3
Cc1ccc(-n2cccn2)c(CN2CCCC(CNC(=O)c3ccc(F)cc3)C2)c1 (centres undefined),-3,7,0.1,2.3,-6,1,-7,2
N#CCC(=O)Nc1ccc(C(=O)Nc2cccc(S(=O)(=O)N3CCCC3)c2)cc1,0,8,0.0,3.4,-4,-1,-96,-2
O=C(C[C@H]1CC[C@H]2[C@@H](COC[C@H](O)CN2Cc2ccccc2)O1)N[C@H]1CCN(Cc2ccccc2)C1,2,1,-0.1,0.2,-2,0,-1,1
O=C(O)c1ccccc1-c1ncc(-c2ccccc2)o1,5,2,0.1,x,13,-4,-9,9
C[C@H](CO)N1C[C@H](C)[C@H](CN(C)C(=O)c2cnccn2)Oc2ncc(C#CCC3CCCC3)cc2C1=O,-2,0,-0.7,-2.3,-6,-1,2,5
Cc1noc(C)c1S(=O)(=O)Nc1ccc2c(c1)CC(=O)N([C@H](C)CO)C[C@H](C)[C@H](CN(C)Cc1ccc(Cl)c(Cl)c1)O2,2,0,-1.2,-0.2,2,2,-3,10
COc1ccc(/C=C/C(=O)NNC(=O)c2ccncc2)c(OC)c1,8,6,0.0,x,1,1,5,7
COc1ccc(C)cc1S(=O)(=O)N(CC(=O)Nc1cccc([N+](=O)[O-])c1)c1ccccc1,x,-2,0.0,-0.6,x,2,-7,5
Cc1cc(N2C(=O)C(=O)/C(=C(/O)c3ccccc3)C2c2cccc(Br)c2)no1 (centres undefined),-11,0,0.1,0.2,7,6,-7,-3
CC1CCc2c(C(=O)NCc3ccccn3)csc2C1 (centres undefined),x,-12,0.3,x,x,1,-17,16
COc1ccc(NC(=O)N(C)C[C@H]2Oc3cc(Br)ccc3S(=O)(=O)N([C@H](C)CO)C[C@@H]2C)cc1,-11&-2,8&-4,0.1&-0.5,0.0&0.7,-4&0,-2&1,-5&12,-2&-4
CCC(=O)Nc1ccc(NC(=O)CCc2ccccc2)cn1,-4,1,0.0,x,-1,-3,-35,1
CCC1CN(C(=O)NCc2cccc(OC)c2)c2cc(Cl)ccc2O1 (centres undefined),-11,3,0.0,0.1,4,1,-2,-2
Cc1ccccc1Cc1c(C)nc2nc(SCC(=O)NCCCN3CCCC3)nn2c1C,-3,6,0.4,-9.3,-1,-4,42,-21
CC(C)(C)c1ccc(C(=O)Nc2ccc(O)c3c(=O)cc(-c4ccccc4Cl)oc23)cc1,0,x,0.0,-0.1,29,x,x,x
CCOc1ccc2nc(C)cc(Nc3cccc([N+](=O)[O-])c3)c2c1,x,-6,0.2,0.0,x,0,12,0
CC1CCCCN1Cc1c(O)ccc2c(=O)c(-c3nc4ccccc4s3)coc12 (centres undefined),1,1,0.2,9.7,x,2,-32,-4
CC(=O)c1cccc(OCC(=O)Nc2ccccc2N2CCOCC2)c1,4,9,-0.1,-0.1,-2,1,-13,2
CSCCC(NC(=O)c1ccco1)C(=O)NCc1ccc2c(c1)OCO2 (centres undefined),-5,24,0.0,0.3,-11,-7,-11,2

# At a glance, part of the list above.
SMILES,RAD54 inh,ERp5 inh,Xi reactivation,E-sel inducer,esBAF inh,ERAP1 HTS inh,RAD52 inh,S100A4 inh HTS
COc1ccc(/C=C/C(=O)NNC(=O)c2ccncc2)c(OC)c1,8,6,0.0,x,1,1,5,7
COc1ccc(C)cc1S(=O)(=O)N(CC(=O)Nc1cccc([N+](=O)[O-])c1)c1ccccc1,x,-2,0.0,-0.6,x,2,-7,5
Cc1cc(N2C(=O)C(=O)/C(=C(/O)c3ccccc3)C2c2cccc(Br)c2)no1 (centres undefined),-11,0,0.1,0.2,7,6,-7,-3
